# L3MBTL1 inh = blocks human L3MBTL1; Q9Y468; AlphaScreen L3MBTL1–H3K9me1 peptide binding; Potency, µM (titrated, usually from 57.1 µM), inactives show top-dose activity, negative = inhibition, usual class: inhibitors; 230,000 compounds, 0.66% hits; AID 485360; also: nearly all actives have a fitted effect of over 60% in size
# Target sequence (Q9Y468 whole entry, looked up): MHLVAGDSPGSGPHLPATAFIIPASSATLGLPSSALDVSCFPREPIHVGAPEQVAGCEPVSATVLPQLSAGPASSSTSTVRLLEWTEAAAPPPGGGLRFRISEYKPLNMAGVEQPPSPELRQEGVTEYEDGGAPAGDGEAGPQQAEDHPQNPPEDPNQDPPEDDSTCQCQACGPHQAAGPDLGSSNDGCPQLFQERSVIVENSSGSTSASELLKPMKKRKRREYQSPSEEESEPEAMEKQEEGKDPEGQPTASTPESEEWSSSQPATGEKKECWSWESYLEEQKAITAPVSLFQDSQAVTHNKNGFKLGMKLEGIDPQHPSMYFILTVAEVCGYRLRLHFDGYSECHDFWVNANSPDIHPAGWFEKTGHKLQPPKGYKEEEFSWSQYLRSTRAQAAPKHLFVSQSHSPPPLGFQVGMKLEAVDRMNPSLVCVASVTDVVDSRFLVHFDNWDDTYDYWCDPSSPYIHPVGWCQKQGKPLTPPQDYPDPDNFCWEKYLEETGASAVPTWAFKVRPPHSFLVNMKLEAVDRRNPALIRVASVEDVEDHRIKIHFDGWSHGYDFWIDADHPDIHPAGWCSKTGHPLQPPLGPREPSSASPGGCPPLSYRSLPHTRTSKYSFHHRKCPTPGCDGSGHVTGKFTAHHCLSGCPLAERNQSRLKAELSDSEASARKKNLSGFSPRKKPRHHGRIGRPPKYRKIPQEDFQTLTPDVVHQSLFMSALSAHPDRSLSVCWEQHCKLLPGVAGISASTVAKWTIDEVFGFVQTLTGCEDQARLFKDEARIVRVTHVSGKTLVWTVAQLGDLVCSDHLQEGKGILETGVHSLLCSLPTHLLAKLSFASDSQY
#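 L3MBTL1 (50 nM) pre-complexed 30 min with biotinylated H3(1-15)K9me1 peptide (75 nM), then compounds added for 30 min at room temperature; AlphaScreen streptavidin donor/nickel chelate acceptor beads (10 ug/mL final) read after 30 min dark incubation.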
# Tau fluor counter = counter-screen for tau fibril formation inhibitors; tau K18 P301L Alexa594 fluorescence, heparin fibrillization; Potency, µM (top dose mostly 57.7 µM), for inactives: at the top dose activity change, negative = decrease; 280,000 compounds, 0.93% hits; AID 1463; also: nearly all actives have a fitted effect of over 55% in size
#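 Human tau K18 P301L (15 uM unlabeled, 0.24 uM Alexa 594-labeled) in 100 mM sodium acetate pH 7 with 20 uM heparin, 6 hr at 37 C. ThT 30 uM added, 1 hr ambient; Alexa 594 FP and total fluorescence read at 555/632 nm.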
# Tau FP inhib = blocks human tau fibril formation measured by polarization | P10636 | K18 P301L tau heparin fibrillization, Alexa594 FP, 6 h | Potency, µM (titrated, usually from 57.7 µM), inactives show at the highest dose activity, negative = inhibition, most hits filed as inhibitors | 280,000 compounds, 0.39% hits; also: nearly all actives have a fitted effect of over 55% in size
# Target sequence (P10636 561-689 P618L limits assumed): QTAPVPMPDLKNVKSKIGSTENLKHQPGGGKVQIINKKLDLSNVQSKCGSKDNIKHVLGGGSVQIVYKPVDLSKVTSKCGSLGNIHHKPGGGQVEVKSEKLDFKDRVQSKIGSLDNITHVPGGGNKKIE
#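 Quantitative HTS format: compounds meet 15 uM recombinant K18 P301L tau and Alexa 594-tau tracer in 100 mM sodium acetate pH 7; 20 uM heparin triggers fibrillization at 37 C over 6 hr; FP gives the signal.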
# aGal spleen mod = inhibits or activates alpha-galactosidase in human spleen homogenate | human spleen homogenate, 4MU-alpha-Gal fluorescence, 40 min | P06280 | 240,000 compounds, 0.008% hits | AID 2107 | Potency, µM (top dose mostly 80 µM), for the others: top-dose activity change, negative = inhibition, usual class: inhibitors;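 also: 0% = enzyme with vehicle and -100% = no enzyme basal signal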
#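 Inhibition or activation of alpha-galactosidase in human spleen homogenate is scored by 4-MU fluorescence after 40 min at 37C, pH 5.0, with 1 mM substrate. AC50s come from concentration-response fitted to the Hill equation.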
# TexasRed fluor = Texas Red fluorescence interference in TRb-SRC2 counter-screen. TRb/SRC2 Texas Red total fluorescence interference. Potency, µM (titrated, usually from 106 µM), inactives show top-dose fluorescence change, negative = quenching. 280,000 compounds, 0.29% hits; active = well fitted curve in either direction with a large enough effect; inconclusive = small, poorly fitted or top-dose-only effect
#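 Human TRβ ligand-binding domain (0.6 uM) and Texas Red SRC2 peptide (20 nM) in Tris buffer with 1 uM T3 and 5% DMSO were incubated with pinned compound for 5 hr at ambient temperature. Total fluorescence was computed as S + 2P (555/632 nm).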
# TRb-SRC2 inh = TRbeta-SRC2 interaction inhibition. P10828. TRbeta-SRC2 peptide binding, fluorescence polarization; receptor liganded with 1 µM T3. Potency, µM (top dose mostly 106 µM), for inactives: at the top dose activity change, negative = inhibition, actives largely listed as inhibitors. 280,000 compounds, 0.065% hits. AID 1469;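 also: plate controls were bound peptide for no effect and peptide without receptor for full effect; nearly all actives have a fitted effect of over 50% in size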
#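 Quantitative HTS by FP: 0.6 uM TRb LBD, 20 nM labeled SRC2 20-mer, 1 uM T3, 5% DMSO; 5 hr ambient incubation; % activity per concentration and potencies from concentration series.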
# Tau ThT inhib = blocks human tau fibril formation measured by thioflavin T | 270,000 compounds, 2.1% hits | Potency, µM (series often up to 57.4 µM), for inactives: at the top dose activity, negative = inhibition, usual class: inhibitors | P10636 | recombinant tau K18 P301L (four-repeat tau fragment), heparin-induced fibrillization, ThT fluorescence; also: nearly all actives have a fitted effect of over 55% in size
#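 Heparin-induced fibrillization of the P301L-mutant K18 repeat-domain fragment of human tau was followed by ThT binding in quantitative high-throughput format.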
# ALDH1A1 inh = blocks purified human ALDH1A1 activity; P00352; Purified ALDH1A1, NADH fluorescence, propionaldehyde substrate; Potency, µM (doses to about 75.3 µM), for inactives: top-dose activity, negative = inhibition, usual class: inhibitors; 220,000 compounds, 7.3% hits; AID 1030; active = well fitted inhibition curve with a large enough effect, not every such curve was filed as active; inconclusive = small, poorly fitted or top-dose-only effect, or another doubt; inactive = no such curve, though single readings can be large or run the other way;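 also: plate controls were no enzyme wells and a reference inhibitor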
# Active calls of the source: *; u = inconclusive; x = no result given; & = joins results of further samples; [ ] = another dose, or the depositor's remark. Unless noted, calls follow the shape of the dose curve; as a rule, active = well fitted curve in the direction sought with a large enough effect; inconclusive = small, poorly fitted or top-dose-only effect, or another doubt; inactive = no such curve, though single readings can be large; an effect the other way counts as inactive or inconclusive. Unless noted, % is scaled to controls: 0 for no effect and ±100 for the full control effect; potency is read from the fitted curve at half-maximal effect.
[1] COc1ccc(C(OC(=O)c2ccco2)C(=O)NC2CCCCC2)cc1 (stereo not given)
[2] CN1C(=O)C(CC(=O)Nc2ccc(F)cc2)N(CCCc2ccccc2)C1=S (stereo not given)
[3] O=C(COc1ccc2ccccc2c1Br)N1CCN(c2ccccn2)CC1
[4] CC1CCCN(c2ccc(C(=O)NCc3ccco3)cc2[N+](=O)[O-])C1 (stereo not given)
[5] O=C(Cn1nnc2ccccc2c1=O)N[C@@H](Cc1c[nH]c2ccccc12)C(=O)O
[6] COc1ccc(NC(=O)Cn2c(=O)n(Cc3ccco3)c(=O)c3oc4ccccc4c32)cc1Cl
[7] Clc1nc(N2CCOCC2)ncc1Br
[8] COc1cc(OC)cc(C(=O)N2CCN(c3ccccc3F)CC2)c1

entry no.,1,2,3,4,5,6,7,8
TRb-SRC2 inh,-12.8%,0.5%,1.3%,-1.2%,-6.9%,0.4%,-3.1%,2.9%
L3MBTL1 inh,3.3%,0.3%,3.2%,-23.1%,8.6%,x,2.2%,x
TexasRed fluor,-1.9%,-3.4%,-6.2%,-2.3%,0.1%,-1.1%,0.2%,0.5%
ALDH1A1 inh,3.7%,u,-4.7%,u,-7.9%,x,x,7.1%
aGal spleen mod,2.9%,-2.1%,-5.2%,-6.3%,5.2%,x,-5.2%,1.3%
Tau ThT inhib,0.4%,-3.1%,u,u,9.6%,19.3%,-1.4%,-2.9%
Tau fluor counter,4.9%,-29.8%,-22.4%,-27.9%,6.6%,u,2.1%,-8.8%
Tau FP inhib,11.0%,-17.4%,0.3%,9.7%,0.0%,u,7.2%,4.1%

[9] CCOc1ccc(C(=O)NCCc2ccc3c(c2)OCCO3)cc1
[10] CCn1c(SCC(=O)NNC(=S)Nc2ccc(C)cc2)nnc1-c1ccc(Cl)cc1
[11] COc1cc(NC(=S)Nc2cccc(C)n2)cc(OC)c1OC
[12] COc1ccc(NC(=O)CSCC(=O)NCCc2ccccn2)cc1
[13] O=C(Cc1ccc(-n2c(=O)c3sccc3n(Cc3ccc(F)cc3)c2=O)cc1)NCc1ccco1
[14] COc1ccc(CNC(=O)COC(=O)c2cncc(Br)c2)cc1
[15] CCN(C(=O)c1cc(Cl)ccc1OC)C1CCCCC1
[16] c1ccc(-c2nccc(-c3ccco3)n2)nc1

entry no.,9,10,11,12,13,14,15,16
TRb-SRC2 inh,10.8%,-5.5%,-2.4%,2.6%,-18.8%,4.0%,-10.7%,-0.9%
L3MBTL1 inh,1.6%,3.1%,-0.6%,x,x,7.8%,x,-27.2%
TexasRed fluor,-0.5%,-3.3%,0.2%,-1.0%,0.8%,0.4%,0.1%,-4.3%
ALDH1A1 inh,11.7%,-9.9%,5.2%,-16.2%,11.6%,-11.4%,1.1%,u
aGal spleen mod,-6.9%,-1.6%,5.0%,6.5%,10.9%,-5.2%,3.1%,-4.6%
Tau ThT inhib,u,-7.0%,-3.5%,-19.1%,-10.5%,-5.3%,-12.0%,-9.2%
Tau fluor counter,-2.7%,-3.6%,-2.0%,-3.7%,-0.3%,-1.5%,-7.5%,2.6%
Tau FP inhib,3.2%,2.7%,0.3%,-1.3%,8.9%,-2.4%,-1.9%,-4.6%

[17] Cc1cc(C)cc(NC(=O)CSc2nc(-c3cccc(Cl)c3)nc3c2Cc2c(CO)cnc(C)c2O3)c1
[18] CCCCC(=O)Nc1cccc(-c2nc3ccccc3s2)c1
[19] O=c1c2nnn(-c3ccc(Br)cc3)c2ncn1Cc1ccccn1
[20] COC(=O)CCC(=O)OC1(C)C(=O)C=C2C=C(c3ccc(C#N)cc3)OC=C2C1=O (stereo not given)
[21] CCOc1ccc(CCNC(=O)C2CCN(C(=O)c3cc4sccc4n3CC)CC2)cc1OCC
[22] N#Cc1c(NC(=O)c2cccnc2)sc2c1CCC2
[23] CCCCn1c(SCC(=O)NCc2ccco2)nc2c1c(=O)n(C)c(=O)n2C
[24] CC(C)c1ccc(C(=O)CC2(O)C(=O)N(CN3CCOCC3)c3ccccc32)cc1 (stereo not given)

entry no.,17,18,19,20,21,22,23,24
TRb-SRC2 inh,3.4%,-4.0%,-7.9%,13.4%&4.4%,0.5%,-3.0%,6.0%,-7.1%
L3MBTL1 inh,x,x,12.7%,x,x,x,-6.6%,-0.8%
TexasRed fluor,1.0%,2.7%,1.2%,-1.2%&-1.5%,0.5%,-7.1%,2.3%,-3.2%
ALDH1A1 inh,x,x,9.4%,-13.1%&-8.5%,x,-15.3%,-7.5%,u
aGal spleen mod,x,x,-1.3%,5.5%&-9.2%,x,2.1%,3.2%,-12.0%
Tau ThT inhib,2.2%,u,-1.3%,u,u,u,-6.1%,-4.7%
Tau fluor counter,3.4%,-28.9%,-3.2%,-4.0%&-17.9%,-9.9%,-19.2%,-4.7%,-5.8%
Tau FP inhib,-3.9%,u,-6.0%,1.2%&-3.3%,5.4%,4.0%,-8.6%,-3.9%

[25] COC(=O)c1nc2ccc(N3CCOCC3)cc2c(C)c1C(=O)OC
[26] COc1ccc(NC(=O)CSc2ccccc2)c([N+](=O)[O-])c1
[27] CCN(CC)c1ccc(/C=N/NC(=O)Cc2nnc(NC(=O)Nc3ccccc3)s2)cc1
[28] Cc1ccc(NC(=O)NC(C)c2c(-n3cccc3)sc(C)c2C)cc1F (stereo not given)
[29] Cc1nn(C)cc1S(=O)(=O)Nc1ccc2c(c1)OCCO2
[30] Fc1cc2[nH]cnc2cc1Cl
[31] COc1ccccc1OCCCCCNCCO
[32] Cc1ccc(OCCNC(=O)/C=C/c2ccco2)cc1C

entry no.,25,26,27,28,29,30,31,32
TRb-SRC2 inh,-3.0%,-0.3%,11.2%,4.8%,-10.2%,-4.3%,-2.1%,-5.2%
L3MBTL1 inh,8.3%,x,-14.3%,x,3.4%,1.3%,4.6%,-20.9%
TexasRed fluor,-1.1%,0.3%,-23.1%,-18.1%,1.2%,-4.1%,-3.1%,0.8%
ALDH1A1 inh,-8.1%,u,u,x,5.8%,x,u,11.2µM*
aGal spleen mod,-3.2%,3.5%,8.3%,x,6.7%,-2.0%,0.9%,-3.0%
Tau ThT inhib,u,-1.3%,u,7.1%,0.2%,1.1%,9.5%,u
Tau fluor counter,2.0%,-3.3%,7.08µM*[quencher],-30.0%,5.6%,-5.3%,11.9%,-4.3%
Tau FP inhib,3.5%,-0.6%,6.6%,u,7.8%,u,2.4%,-5.4%

# Complete entries, quoted from the list. Order of screens: TRb-SRC2 inh, L3MBTL1 inh, TexasRed fluor, ALDH1A1 inh, aGal spleen mod, Tau ThT inhib, Tau fluor counter, Tau FP inhib
# Cc1nn(C)cc1S(=O)(=O)Nc1ccc2c(c1)OCCO2 is listed with -10.2%, 3.4%, 1.2%, 5.8%, 6.7%, 0.2%, 5.6%, 7.8%
# COc1ccc(NC(=O)CSc2ccccc2)c([N+](=O)[O-])c1 is listed with -0.3%, x, 0.3%, u, 3.5%, -1.3%, -3.3%, -0.6%
# Fc1cc2[nH]cnc2cc1Cl is listed with -4.3%, 1.3%, -4.1%, x, -2.0%, 1.1%, -5.3%, u
# COC(=O)c1nc2ccc(N3CCOCC3)cc2c(C)c1C(=O)OC is listed with -3.0%, 8.3%, -1.1%, -8.1%, -3.2%, u, 2.0%, 3.5%
# Cc1ccc(OCCNC(=O)/C=C/c2ccco2)cc1C is listed with -5.2%, -20.9%, 0.8%, 11.2µM*, -3.0%, u, -4.3%, -5.4%

# Remaining list, next part
[33] Cc1csc(NC(=O)Cn2nc(C)c([N+](=O)[O-])c2C)n1
[34] O=C(NCc1ccc(F)cc1)c1cc2n(n1)C(C(F)(F)F)CC(C1CC1)N2 (stereo not given)
[35] OCCN(Cc1ccccc1)CC1CC=CCC1 (stereo not given)
[36] COc1cccc(-n2c(C)nc3cc(C(=O)O)ccc32)c1
[37] CCOc1ccc(C(=O)NCC(=O)OCC(=O)NC2CCCC2)cc1
[38] CCC/C=C(\CCC)C(NP(=O)(c1ccccc1)c1ccccc1)c1ccc(-c2ccccc2)cc1 (stereo not given)
[39] COc1cccc(NC(=O)Cn2c(=O)n(CC3CCCO3)c(=O)c3ccccc32)c1 (stereo not given)
[40] CC1CCc2cc(F)cc3c(=O)c(C(=O)O)cn1c23 (stereo not given)

entry no.,33,34,35,36,37,38,39,40
TRb-SRC2 inh,-5.9%,4.0%,-5.5%,-3.1%&0.9%,5.9%,-1.5%,-3.8%,1.6%&-0.5%
L3MBTL1 inh,-0.7%,1.9%,-2.2%,x,9.5%,x,x,5.8%
TexasRed fluor,1.0%,-4.5%,-4.3%,u,0.9%,-1.0%,-3.4%,-3.1%&-1.7%
ALDH1A1 inh,0.1%,5.3%,-6.1%,8.4%,-4.1%,-6.1%,u,-5.5%&-6.7%
aGal spleen mod,1.1%,-1.6%,5.6%,-0.1%,-1.9%,4.1%,-2.3%,-18.5%&7.0%
Tau ThT inhib,-0.8%,2.6%,-15.5%,-17.9%&1.3%,1.9%,-17.2%,2.8%,-8.8%&0.3%
Tau fluor counter,0.4%,-12.6%,-9.9%,-16.4%&-8.1%,3.3%,-14.1%,-11.2%,-1.0%&-3.7%
Tau FP inhib,2.9%,7.3%,1.7%,-2.1%&0.8%,-3.2%,0.7%,u,4.0%&-0.6%

[41] COc1ccccc1CNC(=O)CN1C(=O)c2cccnc2Oc2ccccc21
[42] CCOC(=O)/C(C#N)=C\c1ccc(O)c(OC)c1
[43] COc1ccc(NC(=O)Nc2sc(=S)n(C)c2C)cc1
[44] COc1ccc(-n2c(C(C)n3nc(C)c([N+](=O)[O-])c3C)n[nH]c2=S)cc1 (stereo not given)
[45] O=C1NC2=C(CCc3ccccc32)C(c2ccccc2)N1 (stereo not given)
[46] Cc1ccc2[nH]c(=O)c(-c3noc(CC(C)C)n3)cc2c1

entry no.,41,42,43,44,45,46
TRb-SRC2 inh,-4.6%,-5.7%,-13.0%,-8.4%,-1.1%,-7.4%
L3MBTL1 inh,x,-5.8%,-12.0%,5.9%,3.9%,14.1%
TexasRed fluor,-2.1%,-4.1%,0.7%,-4.1%,-0.6%,-1.5%
ALDH1A1 inh,x,u,15.8µM*,-4.0%,u,x
aGal spleen mod,x,6.4%,-3.1%,1.3%,-4.7%,4.2%
Tau ThT inhib,6.2%,u,5.8%,-2.1%,u,-5.4%
Tau fluor counter,-2.8%,-1.5%,4.8%,-2.5%,-13.4%,5.5%
Tau FP inhib,-2.5%,3.7%,6.9%,-1.5%,2.7%,-4.1%
